Compound activity (PubChem)
IMP-1 inh = inhibitors of Pseudomonas aeruginosa IMP-1 metallo-beta-lactamase; purified IMP-1, nitrocefin hydrolysis, epi-absorbance fluorescence; inhibition, % at 5.6 µM; 0.45% of 290,000 active; AID 1556;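 active = inhibition above the mean plus 3 SD of all compounds in the same screening run, cut at about 4.5% in these data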;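 note: 0% = IMP-1 with DMSO and 100% = DMSO wells lacking enzyme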
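Assay system: purified recombinant IMP-1 beta-lactamase. Input: IMP-1 0.2 nM before substrate addition. Buffer or medium: Zinc- and detergent-supplemented HEPES buffer, pH 7.1. Schedule: 25 °C, 15 min preincubation, 25 min reaction. Signal: Epi-absorbance fluorescence, 480 nm excitation, 530 nm emission. Evaluation: percent inhibition from optical density relative to buffer-blank wells.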
IDE inh = cellular human IDE inhibition | HEK cells, FAbetaB cleavage, fluorescence polarization | 0.41% of 320,000 active | AID 434962 | P14735 | inhibition, % at 5.59 µM;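 active = percent inhibition above the average of all tested compounds plus 3 SD, set per screening campaign, cut at about 16% in these data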;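 note: IDE supplied by intact live HEK cells; FP after avidin binding of uncleaved biotin substrate so inhibition keeps polarization high; 0% = DMSO wells and 100% = 60 µM reference IDE inhibitor Ii1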
NS3 helicase inh = HCV NS3 helicase inhibition. AID 1800. NS3 helicase DNA unwinding, Cy5 molecular beacon fluorescence. 0.56% of 290,000 active. inhibition, % at 10.9 µM;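 active = inhibition above the mean of all tested compounds plus 3 SD, set per campaign, cut at about 35% in these data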;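 note: 0% = DMSO wells and 100% = thioflavine S control wells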
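System: NS3 helicase fragment of HCV / Schedule: 1 h at 25 °C / Control set: DMSO alone as 0% and 110 µM thioflavine S as 100% / Reagent: Cy5/quencher beacon DNA duplex and ATP to start / Technique: Cy5 fluorescence / Replication: singlicate / Evaluation: % inhibition of end-to-start signal ratio versus controls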
IDE cell activ = activators of human insulin-degrading enzyme in cells | 0.073% of 340,000 active | HEK cells, FAbeta-B cleavage, fluorescence polarization; 0% vehicle, 100% cell-free pure enzyme wells | P14735 | activation, % at 5.96 µM;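 active = activation above the mean of all tested compounds plus 3 SD, set per screening campaign, cut at about 17% in these data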
CRFBP-R2 block = blocks CRF-induced signaling of the CRF-BP/CRF-R2 complex | HEK293 CRF-R2/CRF-BP, CRF-induced calcium fluorescence | inhibition, % at 11.8 µM | 0.59% of 350,000 active | AID 588475;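 active = inhibition of the ligand-induced calcium signal above about 50% at the single tested concentration, limit read from the data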
VIM-2 inhibitor = inhibitors of Pseudomonas aeruginosa VIM-2 metallo-beta-lactamase; purified VIM-2, nitrocefin hydrolysis, epi-absorbance fluorescence; inhibition, % at 5.6 µM; 0.89% of 290,000 active;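 active = inhibition above the mean of all tested compounds plus 3 SD, cutoff set per screening run, cut at about 7.5% in these data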;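 note: red hydrolysis product quenches plate fluorescence so inhibitors raise well fluorescence; 0% = enzyme with DMSO and 100% = DMSO without enzyme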
pCIP destab = p/CIP protein destabilization. Q05BA5. 0.01% of 290,000 active. AID 1984. F442A p/CIP-EGFP cells, EGFP fluorescence, 16 h. decrease of EGFP signal, % at 10 µM;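 active = EGFP signal decrease of at least 30% at 10 µM or well 3 SD below plate mean, unless failing retest; inactive = the rest, including hits failing retest or dose response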; note: some compounds called inactive have numbers as strong as hits; many of its hits are not listed in these tables
SUMO HTRF inh = inhibitors of human SUMOylation (UBC9) | P63279 | HTRF SUMOylation assay, SAE1/SAE2 + UBC9, in vitro | inhibition, % at 35 µM | 0.36% of 290,000 active; in the data active = inhibition above about 50%, passing the limit was not always enough; note: strong numbers were not always called active
Target sequence (P63279 whole entry, looked up): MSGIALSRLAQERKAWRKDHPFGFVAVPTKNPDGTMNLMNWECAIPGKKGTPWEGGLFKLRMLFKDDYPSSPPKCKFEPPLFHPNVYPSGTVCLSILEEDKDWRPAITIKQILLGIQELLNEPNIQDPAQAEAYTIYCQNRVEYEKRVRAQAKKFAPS
GalR3 antag = human GalR3 antagonism; HEK293 GalR3-CNG cAMP membrane potential fluorescence; galR3 body fused to GalR1 C-terminus; inhibition, % at 3 µM; 0.44% of 360,000 active; O60755;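 active = inhibition above the screen-wide average plus 3 SD, cut at about 13% in these data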;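 note: forskolin and galanin both at EC90 stimulate the cells; cAMP rise reported by CNG channel membrane potential dye signal; 0% = forskolin plus galanin with DMSO and 100% = forskolin alone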
Target sequence (O60755 1-299 limits assumed): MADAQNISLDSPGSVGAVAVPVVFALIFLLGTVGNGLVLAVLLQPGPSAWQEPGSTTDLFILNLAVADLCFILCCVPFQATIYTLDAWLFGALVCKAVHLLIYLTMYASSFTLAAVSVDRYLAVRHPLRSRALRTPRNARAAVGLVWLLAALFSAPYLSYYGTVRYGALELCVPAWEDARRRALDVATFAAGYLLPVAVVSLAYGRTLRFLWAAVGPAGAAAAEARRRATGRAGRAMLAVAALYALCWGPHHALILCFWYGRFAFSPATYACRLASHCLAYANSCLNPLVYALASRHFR
Active calls of the source: *; / = no result given. An unsorted share of the library. Share with any hit: about 3.2%.

SMILES | IMP-1 inh | IDE inh | NS3 helicase inh | IDE cell activ | CRFBP-R2 block | VIM-2 inhibitor | pCIP destab | SUMO HTRF inh | GalR3 antag
CC(C)NC(=O)NNC(=O)c1cc(COc2cc(Cl)cc(Cl)c2)on1 | -1.1 | 7 | -9 | -11 | -3 | -1.1 | 5 | 15 | -3
Cc1ccc(NS(=O)(=O)c2c(C)nc3sccn3c2=O)cc1 | -5.4 | -1 | 0 | 3 | -1 | -5.2 | -6 | 14 | /
Clc1cccc(Cl)c1CNc1ccc(N2CCCC2)cc1 | -1.7 | 4 | 27 | / | -31 | -2.8 | -29 | 12 | -6
COc1ccc(/C=N/N=C2/NC(=O)C(CC(=O)O)S2)cc1OCc1ccc(Cl)cc1Cl (centres undefined) | -2.9 | -7 | 15 | 7 | -5 | -2.1 | -12 | -7 | -3
O=C(O)C1CCCCC1C(=O)NCc1ccc2c(c1)OCO2 (centres undefined) | -2.4 | -6 | -10 | / | -14 | -4.4 | -21 | 0 | 1
Cc1ccc(NC(=O)CCS(=O)(=O)c2cccc3nonc23)cc1Cl | 0.6 | -8 | 42* | 5 | -6 | -0.1 | 1 | -10 | -10
O=[N+]([O-])c1ccc(Cl)c(CN2CCCCCC2)c1 | -0.8 | 3 | 12 | 2 | 7 | -1.9 | -11 | 3 | -4
COc1ccc(N/C=C\C(=O)c2ccc3c(c2)OCO3)cc1OC | -1.0 | 6 | -5 | -2 | -5 | -1.5 | -4 | -11 | -3
CCN(c1cc(C)cc(C)c1)S(=O)(=O)c1nnc(NC(=O)c2ccco2)s1 | 0.2 | -3 | 29 | 0 | 1 | -4.8 | -27 | / | 4
Cc1cc(NC(=O)CSCC(=O)N2CCN(c3cccc(C(F)(F)F)c3)CC2)no1 | / | 7 | / | 2 | 15 | / | / | / | 0
Cc1ccc(-c2nn(-c3ccccc3)cc2/C=N/n2c(-c3ccncc3)n[nH]c2=S)cc1 | -5.3 | -3 | 4 | / | -39 | -3.3 | -2 | 25 | 0
COc1ccc(Nc2ncc3c(n2)CC(c2ccccc2)CC3=O)cc1 (centres undefined) | -2.4 | 4 | 8 | -3 | 34 | -1.6 | 1 | 5 | -6
CC(C)C[C@H](NC(=O)c1cc2cc(Cl)ccc2n1C)C(=O)N1CCC(C(=O)O)CC1 | -4.4 | / | -7 | 4 | -4 | -4.5 | 3 | 5 | -9
CC1CCN(S(=O)(=O)c2ccc(NC(=O)CN3CCN(C)CC3)cc2)CC1 | -3.7 | -2 | -10 | -4 | 12 | -3.6 | -3 | -11 | -5
CCN(CC)c1ccc(NC(=O)COc2ccccc2C)cc1S(=O)(=O)Nc1ccccc1OC | -5.7 | 2 | -19 | 5 | 4 | -4.3 | 4 | -3 | -7
Cc1ccc(C)n1-c1ccc(N2CCOCC2)c([N+](=O)[O-])c1 | -0.3 | 7 | 0 | 0 | -14 | 0.9 | 3 | 12 | -1
Cc1ccc(CCNC(=O)CS(=O)Cc2nc(-c3cccc(C)c3)oc2C)cc1 (centres undefined) | -3.5 | 0 | -8 | 3 | 8 | -4.2 | -6 | 10 | /
Cc1c(NC(=O)COC(=O)c2cc(-c3cccc4ccccc34)nc3ccccc23)c(=O)n(-c2ccccc2)n1C | -4.7 | -1 | -2 | 2 | 30 | -2.8 | -10 | 7 | -5
O=[N+]([O-])c1ccc(N2CCNCC2)cc1NCc1cccnc1 | -1.9 | 1 | 0 | -7 | 8 | -4.2 | 0 | -13 | -4
CCn1c(CNC(=O)c2cccc(C)c2)nnc1SCC(=O)NC1=NCCS1 | -2.5 | 2 | 17 | 4 | -4 | -0.9 | -10 | 9 | -6
Cc1ccc2[nH]c(=O)c(CN(Cc3nnnn3C3CCCC3)C3CCCCC3)cc2c1 | -2.2 | 0 | 7 | -1 | -7 | -1.9 | -2 | 23 | 14*
NC(=O)CSc1nc2sc3c(c2c2ncnn12)CCCC3 | 0.4 | -5 | -2 | -1 | -18 | 9.8* | 12 | 4 | -1
Cc1ccc(N2C(=O)C3CC(c4ccccc4)=C4C5C=CC(C6C(=O)N(c7ccc(C)cc7C)C(=O)C56)C4C3C2=O)c(C)c1 (centres undefined) | -1.3 | 7 | -9 | 7 | 5 | -0.8 | 2 | -16 | /
COc1ccc(Cl)cc1NC(=O)CSc1nnc(COc2ccccc2)n1N | -2.7 | 5 | 0 | 2 | -9 | -6.3 | -2 | -4 | -1
Cc1nn(C(=O)CCC(=O)NCc2ccc(OC(C)C)cc2)c2ccccc12 | 1.1 | 6 | 0 | 6 | 18 | -1.9 | 3 | 2 | -7

Gathered by group: the compounds so far containing a COOH group
SMILES | IMP-1 inh | IDE inh | NS3 helicase inh | IDE cell activ | CRFBP-R2 block | VIM-2 inhibitor | pCIP destab | SUMO HTRF inh | GalR3 antag
COc1ccc(/C=N/N=C2/NC(=O)C(CC(=O)O)S2)cc1OCc1ccc(Cl)cc1Cl (centres undefined) | -2.9 | -7 | 15 | 7 | -5 | -2.1 | -12 | -7 | -3
O=C(O)C1CCCCC1C(=O)NCc1ccc2c(c1)OCO2 (centres undefined) | -2.4 | -6 | -10 | / | -14 | -4.4 | -21 | 0 | 1
CC(C)C[C@H](NC(=O)c1cc2cc(Cl)ccc2n1C)C(=O)N1CCC(C(=O)O)CC1 | -4.4 | / | -7 | 4 | -4 | -4.5 | 3 | 5 | -9

Other records follow.
SMILES | IMP-1 inh | IDE inh | NS3 helicase inh | IDE cell activ | CRFBP-R2 block | VIM-2 inhibitor | pCIP destab | SUMO HTRF inh | GalR3 antag
CC(C)CCn1nnnc1C(c1ccc(N(C)C)cc1)N1CCN(C(=O)c2ccco2)CC1 (centres undefined) | -3.5 | -9 | -4 | 4 | 7 | -0.8 | -9 | 7 | -4
CC1CCN(CC(O)COc2ccc(-c3ccccc3)cc2)CC1 (centres undefined) | -2.8 | 7 | -35 | -9 | -14 | 1.3 | -6 | 12 | -16
COc1cc(-c2nn3c(C4CCCCC4)nnc3s2)cc(OC)c1OC | -2.8 | 4 | -3 | -4 | -16 | -0.9 | -16 | 32 | 18*
CCCc1nc(S(=O)(=O)Cc2ccc(Cl)cc2Cl)n[nH]1 | -1.9 | -3 | -1 | 7 | -1 | -0.6 | 4 | -5 | -7
O=C(CCC1CCCN(C(=O)c2ccc3c(c2)OCO3)C1)N1CCN(c2ccccn2)CC1 (centres undefined) | -1.8 | 1 | 4 | 2 | -2 | -4.1 | -3 | 16 | -5
CN(CC(=O)Nc1ccc(F)cc1)CC(=O)N1CCCC1 | / | 1 | / | 2 | 3 | / | / | / | -7
c1ccc(-c2csc(N3CCN(c4ccccn4)CC3)n2)cc1 | -0.5 | 2 | -14 | -4 | -19 | 0.1 | -3 | -6 | -3
CC(C)(C)C1CCC(OC(=O)CN2CCOCC2)CC1 (centres undefined) | -5.8 | 1 | 4 | -5 | 0 | -3.7 | -1 | 10 | -4
COc1ccc(CNC(=O)c2cc(S(=O)(=O)N3CCOCC3)cn2C)cc1 | -1.8 | 5 | 18 | 1 | -32 | -0.8 | 0 | 14 | /
COC(=O)c1nc2nc(-c3cccs3)cc(C(F)(F)F)n2n1 | 1.0 | 6 | -15 | 0 | 11 | -0.6 | -9 | 38 | -3
CCN(CC)C(=O)C(=O)Nc1ccc(Oc2ccccc2)cc1 | -1.9 | 6 | -1 | -8 | -12 | -2.0 | 18 | -4 | 4
Cc1cc(-c2onc3ccc(Cl)cc23)ccc1O | -0.8 | 15 | 13 | -19 | 1 | 0.7 | -14 | 3 | -5
O=C(COC(=O)c1ccccc1O)Nc1ccc(OC(F)F)cc1 | 1.9 | -4 | -5 | 2 | -8 | -1.3 | 1 | 12 | -3
C=CCOCCN(C)C1=NS(=O)(=O)c2ccccc21 | -1.9 | -6 | 0 | 4 | 2 | -0.2 | 2 | 4 | -1
O=C(NC(c1ccccc1)c1ccccc1)C1(c2cccs2)CCOCC1 | 0.2 | 0 | -1 | 2 | 8 | -1.8 | -6 | 3 | /
O=C(COC(=O)CCC(=O)c1ccc(F)cc1)Nc1ccc(F)cc1F | -0.3 | 2 | 1 | 0 | -10 | 0.9 | 2 | -8 | 5
Clc1nc(-c2ccccc2)cc(-c2ccc(Br)cc2)n1 | -2.0 | -3 | 5 | 1 | -34 | -4.7 | / | / | /
Cc1ccc(C(=O)C(=O)c2ccc(C)c(N)c2)cc1N | -3.4 | 1 | 3 | 4 | 8 | -3.2 | -3 | 5 | -5
COc1ccc(C(CNCC(=O)Nc2ccccc2F)N(C)C)cc1 (centres undefined) | 0.4 | 0 | 0 | -1 | 30 | -3.3 | 3 | 6 | -9
COc1ccccc1CC(=O)Nc1ccc(-c2noc(COc3ccc(Br)cc3)n2)cc1 | -2.6 | -3 | 7 | 4 | 1 | -3.2 | -6 | -13 | -5
COc1cc(-c2nnco2)cc(OC)c1OC | -3.7 | -5 | 3 | / | 19 | -1.5 | -6 | 6 | 0
O=S(=O)(Cc1ccccc1Cl)CC(O)COc1ccccc1Cl (centres undefined) | -3.6 | 0 | -7 | 2 | -15 | -2.9 | -7 | 6 | -3
COC(=O)Cc1c(C)nc2nc(-c3ccccc3)[nH]n2c1=O | -3.3 | 2 | 5 | 1 | -5 | -1.4 | 6 | 13 | 3
CCOC(=O)CCNC(=O)c1ccccc1Br | -2.6 | 6 | 4 | 5 | -7 | -0.8 | 6 | -21 | -1
Cc1ccc(NC(=O)CN(C)C(=O)CN2C(=O)NC(C)(c3ccccc3)C2=O)cc1 (centres undefined) | -3.2 | -4 | 13 | -2 | -1 | -4.8 | -5 | 15 | -5
SMILES | IMP-1 inh | IDE inh | NS3 helicase inh | IDE cell activ | CRFBP-R2 block | VIM-2 inhibitor | pCIP destab | SUMO HTRF inh | GalR3 antag
CCc1ccccc1N=C1S/C(=C/c2ccccc2OCC(=O)N2CCOCC2)C(=O)N1C | -1.1 | -1 | -3 | 6 | -7 | -0.4 | -13 | -7 | -4
COc1cc(/C=N/N=C2/NC(=O)C(CC(=O)O)S2)ccc1OCc1cccc(Cl)c1 (centres undefined) | -4.1 | 0 | 25 | 2 | -16 | -2.0 | -1 | 6 | 3
CCOC(=O)N1CCN(C(=O)CSc2nnc(-c3cccc(Cl)c3)o2)CC1 | -2.1 | 5 | -1 | 8 | 33 | 0.3 | -10 | -1 | 0
COc1ccccc1NC(=O)NC1CC(=O)N(c2ccc3c(c2)OCCO3)C1 (centres undefined) | / | -1 | / | 4 | 8 | / | / | / | -2
O=c1c(Cc2ccc(Cl)cc2)c(O)ccn1Cc1cccc(Cl)c1 | -0.1 | 2 | 3 | -4 | 3 | -0.5 | 3 | 22 | 2
CC(C)C[C@H](NC(=O)c1nc[nH]c1C(=O)NCC(=O)OC(C)(C)C)C(=O)OC(C)(C)C | / | -3 | / | 2 | 6 | / | 3 | -28 | -7
Cc1ccc(S(=O)(=O)N(C)CCCC(=O)NC(C)(C)CO)cc1 | -3.0 | 0 | 6 | 3 | 2 | -2.0 | -1 | 12 | -4
Brc1c(C[n+]2ccccc2)nc2ccccn12 | -2.8 | -1 | 3 | / | 7 | -2.8 | 0 | -4 | 0
CCc1c(O)nc(SCC(=O)Nc2cc(C)on2)n(-c2ccccc2)c1=O | 1.2 | 1 | -3 | 0 | -12 | 1.1 | 1 | 4 | -2
